Screening data from PubChem.
Pin1 inhibitor – human Pin1 inhibition | Potency, µM (series often up to 115 µM), for the others: at the highest dose activity, negative = inhibition, actives largely listed as inhibitors | Pin1 FP peptide displacement, HiFluor488, 10 min | 0.009% of 390,000 active; active means well fitted inhibition curve with a large enough effect in the polarisation, with a control signal flat, not every such curve was filed as active; inconclusive means small, poorly fitted or top-dose-only effect, or effect the other way, or a change in a side signal; inactive means no such curve, though single readings can be large or run the other way; the % refers to the polarisation; further: potency means the concentration at half of the fitted maximal effect; on the % scale 0 is the no-effect control and ±100 the full control effect
Pol eta inh – DNA polymerase eta (human) inhibition; recombinant Pol eta, fluorescent DNA replication assay; 1.2% of 390,000 active; Q9Y253; Potency, µM (highest dose often 114 µM), for the others: at the top dose activity change, negative = inhibition, most hits filed as inhibitors; further: potency means the concentration at half of the fitted maximal effect; on the % scale 0 is the no-effect control and ±100 the full control effect
Target sequence (Q9Y253 whole entry, looked up): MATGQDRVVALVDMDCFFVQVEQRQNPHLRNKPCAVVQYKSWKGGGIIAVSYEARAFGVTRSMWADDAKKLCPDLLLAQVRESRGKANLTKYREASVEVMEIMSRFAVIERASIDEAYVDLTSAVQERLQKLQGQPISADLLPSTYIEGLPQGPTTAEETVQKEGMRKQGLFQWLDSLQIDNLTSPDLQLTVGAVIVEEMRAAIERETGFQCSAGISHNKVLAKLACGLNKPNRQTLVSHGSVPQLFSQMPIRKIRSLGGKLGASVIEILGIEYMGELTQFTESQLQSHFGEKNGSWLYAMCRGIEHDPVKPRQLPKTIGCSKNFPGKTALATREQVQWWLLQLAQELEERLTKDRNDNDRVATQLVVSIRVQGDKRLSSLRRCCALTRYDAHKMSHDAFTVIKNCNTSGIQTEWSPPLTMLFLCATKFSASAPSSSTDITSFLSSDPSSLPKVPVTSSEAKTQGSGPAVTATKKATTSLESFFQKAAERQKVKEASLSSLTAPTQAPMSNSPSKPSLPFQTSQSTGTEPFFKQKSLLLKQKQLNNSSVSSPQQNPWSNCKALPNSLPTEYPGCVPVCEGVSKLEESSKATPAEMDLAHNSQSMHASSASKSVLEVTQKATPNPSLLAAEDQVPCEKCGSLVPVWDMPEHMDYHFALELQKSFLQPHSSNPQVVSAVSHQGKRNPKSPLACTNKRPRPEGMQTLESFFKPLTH
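Pol eta at 10 nM preincubated with compounds 15 min at room temperature; reaction started with fluorescent substrate (50 nM final) and read kinetically at 0 and 10 min.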
G9a block – blocks human histone lysine methyltransferase G9a. Q96KQ7. G9a H3K9 monomethylation, AlphaScreen, 2 h. Potency, µM (top dose mostly 102 µM), without a hit: at the highest dose activity, negative = inhibition, usual class: inhibitors. 8.8% of 350,000 active; further: potency means the concentration at half of the fitted maximal effect; on the % scale 0 is the no-effect control and ±100 the full control effect; nearly all actives have a fitted effect of over 75% in size
Target sequence (Q96KQ7 913-1193 limits assumed): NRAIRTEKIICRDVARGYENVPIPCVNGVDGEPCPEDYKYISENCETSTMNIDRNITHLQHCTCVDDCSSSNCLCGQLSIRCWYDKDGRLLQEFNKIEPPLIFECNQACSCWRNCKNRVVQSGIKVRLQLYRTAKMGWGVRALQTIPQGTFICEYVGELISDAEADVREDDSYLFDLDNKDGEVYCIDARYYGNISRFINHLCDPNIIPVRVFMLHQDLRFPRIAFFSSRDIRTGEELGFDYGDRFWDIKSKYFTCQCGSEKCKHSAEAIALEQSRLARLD
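Chemiluminescent proximity detection of H3K9 monomethylation, read after 10 min bead incubation in the dark. Reaction: 20 nM G9a, 500 nM biotin-H3K9 peptide, 20 uM SAM cofactor, 2 h, room temperature, following 15 min enzyme-compound preincubation.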
PGK inhibitor – blocks T. brucei phosphoglycerate kinase | AID 602233 | 0.043% of 380,000 active | Potency, µM (highest dose often 57.5 µM), inactives show top-dose activity change, negative = inhibition, actives largely listed as inhibitors | P07378 | PGK/GAPDH coupled, Kinase-Glo luminescence, 60 min; further: potency means the concentration at half of the fitted maximal effect; on the % scale 0 is the no-effect control and ±100 the full control effect; nearly all actives have a fitted effect of over 60% in size
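Luminescent ATP detection (Kinase-Glo Plus) follows a 60-minute room-temperature incubation, with wells lacking PGK as controls. Buffer: 100 mM TEA (pH 7.6), 5 mM MgCl2, 0.01% Tween-20. Coupling enzyme GAPDH (100 nM final) supplies unstable 1,3-BPG in-well.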
PI4K2A inh – blocks human PI4K2A kinase activity; Q9BTU6; purified PI4K2A, ADP-Glo luminescence, 1 h; hits give low values; activity change, negative = inhibition, % at 76.9 µM; 0.13% of 420,000 active; AID 1346378; in the data active means activity change below about -50%; inconclusive means mostly about -30% to -49%;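 further: -100% = wells without enzyme as full effect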
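PI4K2A activity was measured by ADP-Glo luminescence: enzyme (4 ug/mL stock) and phosphatidylinositol (1.2 mM stock) in Tris pH 7.5/MgCl2/EGTA/Triton X-100 buffer were reacted with ATP (300 microM stock) for one hour at ambient temperature.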
BAZ2B inh – BAZ2B (human) inhibition; AlphaScreen BAZ2B-H3K14Ac peptide displacement; Potency, µM (doses to about 114 µM), without a hit: at the top dose activity change, negative = inhibition, most hits filed as inhibitors; 4.4% of 360,000 active; AID 504333; further: potency means the concentration at half of the fitted maximal effect; on the % scale 0 is the no-effect control and ±100 the full control effect; nearly all actives have a fitted effect of over 60% in size
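Multi-concentration screen (max 110 uM) measuring displacement of acetylated histone H3 peptide from BAZ2B by AlphaScreen, using 50 nM protein, 50 nM peptide and 10 ug/mL streptavidin donor plus Ni-chelate acceptor beads.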
GLS inhibitor – inhibitors of human glutaminase (GLS); O94925; GLS enzymatic activity, qHTS titration; Potency, µM (highest dose often 45.5 µM), without a hit: at the highest dose activity change, negative = inhibition, most hits filed as inhibitors; 0.21% of 410,000 active; AID 624170; further: potency means the concentration at half of the fitted maximal effect; on the % scale 0 is the no-effect control and ±100 the full control effect
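Enzyme dispensed in phosphate buffer (45 mM, pH 8.2, 0.02% Tween-20), compounds pinned in, then 1 mM L-glutamine solution and the glutamate oxidase–HRP–Amplex Red mix added; fluorescence read immediately and again after 30 min at room temperature.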
HP1b binding inh – blocks HP1-beta chromodomain binding to methylated histone tails; 0.56% of 390,000 active; P83916; AlphaScreen HP1-beta / biotin-H3K9me3 peptide binding; Potency, µM (series often up to 114 µM), without a hit: at the highest dose activity change, negative = inhibition, usual class: inhibitors; AID 540317; further: potency means the concentration at half of the fitted maximal effect; nearly all actives have a fitted effect of over 70% in size; inactives centre near 23
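AlphaScreen: HP1-beta (50 nM) preformed 30 min with biotin-H3(1-18)K9me3 peptide (50 nM) in PBS pH 7.4, 0.01% Tween-20. Compound added for 30 min at RT, then streptavidin donor/nickel chelate acceptor beads (10 ug/mL) for 30 min.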
JMJD2A Tudor – inhibitors of human JMJD2A Tudor domain; 4.4% of 390,000 active; O75164; Potency, µM (titrated, usually from 114 µM), for the others: at the top dose activity change, negative = inhibition, actives largely listed as inhibitors; AlphaScreen JMJD2A-Tudor / H3K4me3 peptide binding; further: potency means the concentration at half of the fitted maximal effect; on the % scale 0 is the no-effect control and ±100 the full control effect; nearly all actives have a fitted effect of over 50% in size
Active calls of the source: *; [ ] = dose if it differs, or a comment. Unless noted, the call rests on the fitted dose curve; in most records, active means well fitted curve in the direction sought with a large enough effect; inconclusive means small, poorly fitted or top-dose-only effect, or another doubt; inactive means no such curve, though single readings can be large; an effect the other way counts as inactive or inconclusive. An excerpt; rates above refer to the full screens.

What do the screens show for `COc1cc(/C=C2/CCC/C(=C\c3cc(O)c(OC)c(Cl)c3)C2=O)cc(Cl)c1O`?
Pin1 inhibitor: 15%; Pol eta inh: inconclusive; G9a block: 35µM*; PGK inhibitor: -13%; PI4K2A inh: -9; BAZ2B inh: inconclusive; GLS inhibitor: -16%; HP1b binding inh: -15%; JMJD2A Tudor: inconclusive

What do the screens show for `COc1ccc(NC(=O)CCNC(=O)N2CC(=O)Nc3ccccc32)cc1`?
Pol eta inh: -19%; PGK inhibitor: 4%; PI4K2A inh: -1; GLS inhibitor: -13%

How did O=C1C=C(C2OC(CO)C(O)C2O)C(=O)N1 (stereo not drawn) do in these assays?
Pin1 inhibitor: -3%; Pol eta inh: -3%; PGK inhibitor: -4%; PI4K2A inh: -1; GLS inhibitor: 0%; HP1b binding inh: inconclusive; JMJD2A Tudor: inconclusive

How did CCN(C(=O)CSc1nc(N)cc(N)n1)C1CCS(=O)(=O)C1 (stereo not drawn) do in these assays?
Pin1 inhibitor: 6%; Pol eta inh: -9%; G9a block: -12%; PGK inhibitor: 8%; PI4K2A inh: 13; BAZ2B inh: -2%; GLS inhibitor: 0%; HP1b binding inh: 16%; JMJD2A Tudor: -7%

What do the screens show for `CCc1cccc(NC(=O)C2CCCN(S(=O)(=O)c3cnc[nH]3)C2)c1` (stereo not drawn)?
Pin1 inhibitor: -7%; Pol eta inh: -2%; G9a block: 64%[activator]; PGK inhibitor: -1%; PI4K2A inh: -6; BAZ2B inh: 1%; GLS inhibitor: -4%; HP1b binding inh: 48%[activator]; JMJD2A Tudor: -1%

Results for COc1ccc(N(C(=O)c2ccc(Cl)cc2)S(=O)(=O)c2ccc(C)cc2)cc1 ?
Pin1 inhibitor: 7%; Pol eta inh: -2%; G9a block: 11%[59 µM]; PGK inhibitor: inactive; PI4K2A inh: 7; BAZ2B inh: 3%; GLS inhibitor: -2%; HP1b binding inh: 32%[activator]; JMJD2A Tudor: -4%

How did CCOc1ccc(C(=O)NCC(=O)OCCCC(=O)c2ccc(F)cc2)cc1OCC do in these assays?
Pin1 inhibitor: -2%; Pol eta inh: -17%; G9a block: 13%[12.7 µM]; PGK inhibitor: 4%; PI4K2A inh: 1; BAZ2B inh: 7%; GLS inhibitor: 3%; HP1b binding inh: 13%; JMJD2A Tudor: -9%

How did Cc1ccc(C)c(NS(=O)(=O)c2cc(C(=O)NCCSC3CCCCC3)ccc2C)c1 do in these assays?
Pin1 inhibitor: 19%; Pol eta inh: -16%; G9a block: -1%[59 µM]; PGK inhibitor: 6%; PI4K2A inh: 2; BAZ2B inh: 1%; GLS inhibitor: 8%; HP1b binding inh: 24%; JMJD2A Tudor: -18%

Results for COCCCNS(=O)(=O)c1ccc2[nH]c3c(c2c1)CCCCC3 ?
Pin1 inhibitor: 12%; Pol eta inh: -17%; G9a block: inconclusive; PGK inhibitor: inactive; PI4K2A inh: 4; BAZ2B inh: inconclusive; GLS inhibitor: 8%; HP1b binding inh: -11%; JMJD2A Tudor: inconclusive

Results for CN1CCN(C(=O)c2ccc3c(c2)N(Cc2ccc(Cl)cc2)C(=O)c2ccccc2S3(=O)=O)CC1 ?
Pin1 inhibitor: -2%; Pol eta inh: -14%; G9a block: inconclusive; PGK inhibitor: 2%; PI4K2A inh: 3; BAZ2B inh: -15%; GLS inhibitor: 6%; HP1b binding inh: 22%; JMJD2A Tudor: -17%

What do the screens show for `CC1CCN(c2ccc(NC(=S)NC(=O)c3ccco3)cc2)CC1`?
Pin1 inhibitor: -9%; Pol eta inh: -1%; G9a block: -40%[12.7 µM]; PGK inhibitor: -9%; PI4K2A inh: 0; BAZ2B inh: 8.9µM*; GLS inhibitor: 34%[activator]; HP1b binding inh: -7%; JMJD2A Tudor: inconclusive

What do the screens show for `O=C(C1=C[C@@H](c2ccc(C(F)(F)F)cc2)C[C@@H](OCCCCO)O1)N1CCN(Cc2ccccc2)CC1`?
Pin1 inhibitor: -4%; Pol eta inh: inconclusive; G9a block: -29%[59 µM]; PGK inhibitor: 2%; PI4K2A inh: 0; BAZ2B inh: -17%; GLS inhibitor: 0%; HP1b binding inh: 5%; JMJD2A Tudor: -33%

How did COC(=O)c1ccc(C(=O)OC)c(NC(=S)N2CCCCC2C)c1 (stereo not drawn) do in these assays?
Pin1 inhibitor: -2%; Pol eta inh: -16%; G9a block: inconclusive; PGK inhibitor: -3%; PI4K2A inh: 4; BAZ2B inh: -3%; GLS inhibitor: 0%; HP1b binding inh: 27%; JMJD2A Tudor: 0%

Results for CCOC(=O)CC(=O)Nc1ccn[nH]1 ?
Pin1 inhibitor: -6%; Pol eta inh: 0%; PGK inhibitor: -5%; PI4K2A inh: 1; BAZ2B inh: 4%; GLS inhibitor: -2%; HP1b binding inh: 48%[activator]; JMJD2A Tudor: -9%

How did O=C(OCc1ccccc1)N1CCC2CC1c1cc(NCCc3ccccc3)ccc12 (stereo not drawn) do in these assays?
Pin1 inhibitor: 4%; Pol eta inh: -17%; PGK inhibitor: 1%; PI4K2A inh: 6; GLS inhibitor: 3%; HP1b binding inh: -17%; JMJD2A Tudor: inconclusive

Reprinted from the part before: 2 entries, followed by the next part.
Results for CCOC(=O)CC(=O)Nc1ccn[nH]1 ?
Pin1 inhibitor: -6%; Pol eta inh: 0%; PGK inhibitor: -5%; PI4K2A inh: 1; BAZ2B inh: 4%; GLS inhibitor: -2%; HP1b binding inh: 48%[activator]; JMJD2A Tudor: -9%

How did O=C(OCc1ccccc1)N1CCC2CC1c1cc(NCCc3ccccc3)ccc12 (stereo not drawn) do in these assays?
Pin1 inhibitor: 4%; Pol eta inh: -17%; PGK inhibitor: 1%; PI4K2A inh: 6; GLS inhibitor: 3%; HP1b binding inh: -17%; JMJD2A Tudor: inconclusive

What do the screens show for `CC(C)OC(=O)c1ccc(COC(=O)c2cnccn2)cc1`?
Pin1 inhibitor: -7%; Pol eta inh: -8%; G9a block: -1%; PGK inhibitor: 4%; PI4K2A inh: -12; BAZ2B inh: -27%; GLS inhibitor: 1%; HP1b binding inh: 30%; JMJD2A Tudor: -5%

What do the screens show for `COc1cc(NC(=O)CN2C(=O)NC3(CCOc4ccccc43)C2=O)cc(OC)c1` (stereo not drawn)?
Pin1 inhibitor: 2%; Pol eta inh: -14%; G9a block: 26%[12.7 µM]; PGK inhibitor: -6%; PI4K2A inh: 2; BAZ2B inh: 7%; GLS inhibitor: -2%; HP1b binding inh: 26%; JMJD2A Tudor: -7%

What do the screens show for `O=C(/C=C/c1ccccc1)NCC(=O)N/N=C/c1cccs1`?
Pin1 inhibitor: -5%; Pol eta inh: -11%; G9a block: 71%[activator]; PGK inhibitor: -4%; PI4K2A inh: -1; BAZ2B inh: -20%; GLS inhibitor: 4%; HP1b binding inh: 45%[activator]; JMJD2A Tudor: -8%

Results for CCN(Cc1ccc(OC)cc1)c1ccc(-c2nc(-c3ccncc3)no2)cc1[N+](=O)[O-] ?
Pin1 inhibitor: 4%; Pol eta inh: -7%; G9a block: -12%[59 µM]; PGK inhibitor: inactive; PI4K2A inh: 6; BAZ2B inh: -9%; GLS inhibitor: -13%; HP1b binding inh: 17%; JMJD2A Tudor: -20%

How did Nc1nc(CSC(=S)N2CCOCC2)nc(Nc2ccc(F)cc2)n1 do in these assays?
Pin1 inhibitor: 4%; Pol eta inh: -15%; G9a block: 7%[59 µM]; PGK inhibitor: -9%; PI4K2A inh: 8; BAZ2B inh: 7%; GLS inhibitor: 2%; HP1b binding inh: 9%; JMJD2A Tudor: -2%

What do the screens show for `CCNc1nc(NC(C)C)nc(N(C#N)Cc2ccccc2)n1`?
Pin1 inhibitor: -3%; Pol eta inh: -15%; G9a block: inconclusive; PGK inhibitor: 2%; PI4K2A inh: 4; BAZ2B inh: -7%; GLS inhibitor: -3%; HP1b binding inh: 30%; JMJD2A Tudor: 2%

What do the screens show for `O=C1c2ccccc2NC(c2ccco2)N1NS(=O)(=O)c1ccccc1` (stereo not drawn)?
Pin1 inhibitor: -12%; Pol eta inh: -6%; G9a block: -25%; PGK inhibitor: 1%; PI4K2A inh: 1; BAZ2B inh: 0%; GLS inhibitor: 12%; HP1b binding inh: 43%[activator]; JMJD2A Tudor: -3%

What do the screens show for `O=C(O)c1cc(N/N=C/C=C/c2ccccc2[N+](=O)[O-])ccc1Cl`?
Pin1 inhibitor: -12%; Pol eta inh: -10%; PGK inhibitor: -18%; PI4K2A inh: -1; BAZ2B inh: inconclusive; GLS inhibitor: -3%; HP1b binding inh: -25%; JMJD2A Tudor: inconclusive

How did Cc1cc(C)n(CC(=O)c2ccc(Cl)cc2)n1 do in these assays?
Pin1 inhibitor: -7%; Pol eta inh: -1%; G9a block: inconclusive; PGK inhibitor: -6%; PI4K2A inh: -4; BAZ2B inh: 0%; GLS inhibitor: 1%; HP1b binding inh: 21%; JMJD2A Tudor: -13%

How did CCOc1ccc(CCN2CN(C3CCCCC3)CNC2=S)cc1OCC do in these assays?
Pin1 inhibitor: 1%; Pol eta inh: -20%; G9a block: inconclusive; PGK inhibitor: -18%; PI4K2A inh: -2; BAZ2B inh: -32%; GLS inhibitor: -11%; HP1b binding inh: 8%; JMJD2A Tudor: -10%

What do the screens show for `CCOc1ccc(N(CC(=O)N2CCN(Cc3ccccc3)CC2)S(C)(=O)=O)cc1`?
Pin1 inhibitor: -1%; Pol eta inh: -23%; PGK inhibitor: -9%; PI4K2A inh: -2; BAZ2B inh: inconclusive; GLS inhibitor: -9%; HP1b binding inh: 23%; JMJD2A Tudor: -10%

How did Cc1ccc(NC(=O)Cn2nc(C)cc2C)cc1 do in these assays?
Pin1 inhibitor: 4%; Pol eta inh: -1%; G9a block: -11%[59 µM]; PGK inhibitor: 4%; PI4K2A inh: 3; BAZ2B inh: 4%; GLS inhibitor: 2%; HP1b binding inh: 23%; JMJD2A Tudor: -5%
